Screens (PubChem)
SRC3 TRFRET art = counter-screen for PPARgamma SRC-3 recruitment agonists: TR-FRET artefact. AID 1048. TR-FRET ratio at 8 µM. actives 0.39% (n = 99,000). PPARgamma/SRC-3 format; hits give high values; in the data active means TR-FRET ratio above about 2000; further: inactives centre near 1600; reference of the scale not given here
SRC1 TRFRET art = counter-screen for PPARgamma SRC-1 recruitment agonists: TR-FRET artefact; TR-FRET detection artefact counter-screen, emission ratio; hits give high values; TR-FRET ratio at 8 µM; actives 0.34% (n = 99,000); in the data active means TR-FRET ratio above about 2300; further: inactives centre near 1800; reference of the scale not given here
An asterisk follows results filed as active. Not all compounds are listed; rates above refer to the full screens.

Every second line gives: SRC3 TRFRET art, SRC1 TRFRET art
Cc1cc(C)c(NS(=O)(=O)c2ccc3c(c2)NC(=O)CC(=O)N3)c(C)c1
  1702, 1633
O=C(/C=C\c1ccco1)Nc1nc(-c2ccccc2)cs1
  1491, 1636
O=C(O)c1ccc(C2NCC(c3ccccc3Cl)c3c2[nH]c2ccccc32)cc1 (stereo unspecified)
  1629, 1573
Cc1cc(NC(=O)CCN2C(=O)/C(=C/c3ccccc3Cl)SC2=S)no1
  1509, 1461
COc1ccc(C(=O)/C=C/c2ccc(OC)cc2OC)c(O)c1
  1699, 1913
CCOc1ccccc1NC(=O)N1CCN(S(C)(=O)=O)CC1
  1451, 1317
O=C(Nc1nc2ccccc2s1)c1ccccc1
  1626, 1685
Cc1ccc(S(=O)(=O)c2cc3ccccc3oc2=O)cc1
  1520, 1790
CC(C)Sc1nc2ccsc2c(=O)[nH]1
  1580, 2111
Cc1ccc(S(=O)(=O)Nc2nc3ccccc3s2)cc1[N+](=O)[O-]
  1569, 1777
COc1ccc(C2NC(c3ccc(OC)cc3OC)C(C)C(=O)C2C)c(OC)c1 (stereo unspecified)
  1475, 1964
Cc1cc(-c2ccccc2)nc2cc(C(=O)NCc3ccco3)nn12
  1452, 1696
COCCN(C(=S)Nc1ccccc1OC)C1CCN(C(C)=O)CC1
  1567, 1804
O=C(O)c1cc2nc(-c3ccccc3)cc(-c3ccccc3)n2n1
  1514, 1769
COc1ccc(CCNC(=O)Cn2nc([N+](=O)[O-])c(Br)c2C)cc1OC
  1701, 1951
CCN(CC)CCSc1nnc(Nc2ccccc2)n1-c1ccccc1
  1459, 1940
Cc1ccc2c(c1)NC(=O)c1cc([N+](=O)[O-])ccc1O2
  1803, 1892
O=C(Nc1ncccn1)c1ccc(C(F)(F)F)cc1
  1530, 1776
O=C(NCc1nc2ccccc2[nH]1)C1=C[C@@H](c2ccc(Br)cc2)C[C@@H](OCCCCO)O1
  1700, 1801
O=C(c1ccccc1F)N1CCN(c2ccc([N+](=O)[O-])c3ncccc23)CC1
  1621, 1856

Next section; it opens with the 2 that closed the last part.
Every second line gives: SRC3 TRFRET art, SRC1 TRFRET art
O=C(NCc1nc2ccccc2[nH]1)C1=C[C@@H](c2ccc(Br)cc2)C[C@@H](OCCCCO)O1
  1700, 1801
O=C(c1ccccc1F)N1CCN(c2ccc([N+](=O)[O-])c3ncccc23)CC1
  1621, 1856
CCc1nnc(NS(=O)(=O)c2ccc(NC(=O)c3cc(Cl)ccc3Cl)cc2)s1
  1476, 1523
CS(=O)(=O)c1ccc2nc(NC(=O)c3ccc(Cl)nc3)sc2c1
  1550, 1747
COc1ccc(C2SCCN2S(=O)(=O)c2ccccc2)cc1 (stereo unspecified)
  1509, 1619
CCCCCCC(=O)Oc1ccc(N2C(=O)CCC2=O)cc1
  1761, 2049
O=[N+]([O-])c1cccc(-c2cn(-c3ccccc3)c(=S)[nH]2)c1
  1692, 1861
CCC(NC(=O)c1ccccc1NC(=O)c1ccccc1)C(=O)NNC(=O)CSc1nc2ccccc2o1 (stereo unspecified)
  1627, 2072
O=C(N/N=C1\CCCc2oc(C(=O)O)cc21)c1ccccc1
  1588, 1941
Cc1nn(-c2ncc(C(F)(F)F)cc2Cl)c(=O)n1-c1ccc(F)cc1
  1594, 1795
O=C(CCc1nnc(Cc2cccc(C(F)(F)F)c2)o1)NC1CC1
  1564, 1611
CCOC(=O)/C(C#N)=C/c1ccc(N2CCN(Cc3ccccc3)CC2)cc1
  1749, 1602
COc1ccc(NS(=O)(=O)c2cccc(C(=O)NNC(=O)NCCCl)c2)cc1
  1738, 1915
COc1ccc(CC(NC(C)=O)C(=O)NC2CCN(c3ncccc3[N+](=O)[O-])CC2)cc1 (stereo unspecified)
  1614, 1795
CC1SC(C)C(=O)N(CC(=O)Nc2ccc3c(c2)OCO3)C1=O (stereo unspecified)
  1713, 1861
Cc1cc(=O)oc2cc(OCc3ccc(C(=O)N4CCN(c5ccccc5)CC4)cc3)ccc12
  1724, 2024
O=S(=O)(Nc1nc2ccccc2nc1Cl)c1ccc(Br)cc1
  1651, 1942
CCn1c(-c2cc(-c3cc(C)ccc3C)nc3ccccc23)n[nH]c1=S
  1288, 1453
COc1ccc(OCCC(=O)NCCN2CCOCC2)cc1
  1820, 1895
C(=N\Nc1nc(N2CCCCCC2)nc(N2CCCCCC2)n1)/c1ccccc1
  1602, 1928
CC(=O)c1ccc(N(C(=O)Cn2nnc3ccccc32)C(C(=O)NCc2ccccc2)c2ccccn2)cc1 (stereo unspecified)
  1692, 1853
O=[N+]([O-])c1ccc(C=Nc2ccc(Cl)c([N+](=O)[O-])c2)s1
  1523, 1759
COc1ccccc1-c1noc(CCC(=O)Nc2cccc(C(F)(F)F)c2)n1
  1573, 1812
COc1ccc(C(=O)NCc2nnc(SCC(=O)N3CCc4ccccc43)n2C2CCCCC2)cc1
  1358, 1797
CC(Cc1cccs1)NC(=S)Nc1ccc(F)cc1 (stereo unspecified)
  1816, 1790
COCCCNC(=O)c1ccc(CS(=O)(=O)c2ccc(OC)cc2)o1
  1474, 1665
O=C(CNc1ccc2ccccc2c1)NNC1=NCCC1
  1758, 2058
CCCCn1c(=O)c(C(=O)N/N=C/c2ccc(F)cc2)c(O)c2ccccc21
  1698, 1978
Cc1ccc(NS(=O)(=O)c2cccc(C(=O)NNC(=O)NC3CCCCC3)c2)c(C)c1
  1610, 1725
O=C(CSc1n[nH]c(-c2ccccc2Cl)n1)NCc1cccc(C(=O)O)c1
  1595, 1913
CCO[C@@H]1OC(C(=O)N2CCN(Cc3ccc4c(c3)OCO4)CC2)=C[C@H](c2csc3ccccc23)[C@H]1CCCO
  1578, 2146
CN(C)c1ccc(NC(=O)COC(=O)Cn2nnc3ccccc32)cc1
  1403, 1720
CCc1ccc(OCC(=O)OCC(=O)c2c(N)n(C)c(=O)n(C)c2=O)cc1
  1316, 1628
Brc1cccc(OCCN2CCCCC2)c1
  1554, 1838
CCC(=O)NNC(=O)CCC(=O)Nc1cccc(Cl)c1C
  1405, 1632
CCCCOC(=O)Nc1ccc(N(C)C)cc1
  1497, 1822
CCOC(=O)/C=C1\SCC(=O)N1CCOc1cccc(Br)c1
  1423, 1861
Cn1cc(C(=O)NC2CCCCCCC2)c(=O)c2cc(S(=O)(=O)N3CCCC3)ccc21
  1428, 1647
COc1ccc(C(=O)Cn2ccsc2=NC(C)=O)cc1
  1435, 1731
CN(C)CCN(Cc1cc2cc3c(cc2[nH]c1=O)OCO3)C(=S)NCC1CCCO1 (stereo unspecified)
  1822, 1855
Cc1ccc(S(=O)(=O)N2CCN(c3ccc([N+](=O)[O-])c4cccnc34)CC2)cc1
  1767, 1897
Cc1cc(NNC(=O)c2ccccc2)nc(NNC(=O)c2ccccc2)n1
  1728, 2171
COCCNC(=O)Cc1ccc(Br)cc1
  1505, 1468
COCCn1c(=NC(=O)c2ccc(S(=O)(=O)N3CCc4ccccc4C3)cc2)sc2cc(S(N)(=O)=O)ccc21
  1940, 1754
NCCCCC(NC(=O)C1CCCN1C(=O)C1CSSCC(N)C(=O)NC(Cc2ccc(O)cc2)C(=O)NC(Cc2ccccc2)C(=O)NC(CCC(N)=O)C(=O)NC(CC(N)=O)C(=O)N1)C(=O)NCC(N)=O (stereo unspecified)
  1738, 1834
CCOC(=O)C1(Cc2ccc(OC)cc2)CCN(C(=O)CC2CCC(=O)N2)CC1 (stereo unspecified)
  1705, 1733
O=c1[nH]n(-c2ccc([N+](=O)[O-])cc2)c(=O)c2ccccc12
  1313, 1525
CN(C)S(=O)(=O)c1ccc(NC(=O)CN2CCCc3ccccc32)cc1
  1528, 1774
CCOC(=O)CSc1nc2nc(C)cc(C)n2n1
  1633, 1836
N#CCCn1cc(/C=N/O)c(-c2cccc([N+](=O)[O-])c2)n1
  1537, 1726
Nc1nnc(SCC(=O)N2CCc3ccccc3C2)s1
  1583, 1742
CC(C)n1c(S(=O)(=O)O)nc2ccccc21
  1514, 1588
Cc1cccc(OC2CCN(Cc3c(C(=O)N4CCCC4)nc4ccccn34)CC2)c1
  1791, 1917
CCOC(=O)C1NN=C(C(=O)c2ccc(C)cc2)C1c1ccc(C)cc1 (stereo unspecified)
  1623, 1904
CCCCNC(=O)CSc1nc(O)cc(=O)n1C1CCCC1
  1497, 1769
O=C(c1cccc(F)c1)N1CCC(c2nc3ccccc3s2)CC1
  1585, 1639
S=C1NC[C@H](Cc2ccccc2)N1CCCCC1CCCCC1
  1669, 1797
CC1=C(C#N)C(c2ccc(O)cc2)C2=C(CC(C)(C)CC2=O)N1 (stereo unspecified)
  1693, 1676
O=C(OC1CCOC1=O)c1cc(-c2cccc(Br)c2)nc2ccccc12 (stereo unspecified)
  1836, 1944
CC(=O)c1ccc(N2CCN(C(=O)Cc3n[nH]c(=O)c4ccccc34)CC2)cc1
  1619, 1757
COc1cccc(-c2nc(CCl)cs2)c1OC
  1532, 1523
CS(=O)(=O)N1CCN(c2ccccc2NC(=S)NC(=O)c2ccccc2[N+](=O)[O-])CC1
  1669, 1996

New compounds follow.
molecule | SRC3 TRFRET art | SRC1 TRFRET art
S=C(Nc1ccc(Br)cc1Cl)NN1CCOCC1 | 1427 | 1908
Cc1cc(C(=O)N/N=C/c2ccc([N+](=O)[O-])cc2)c(C)o1 | 1545 | 1585
CN(c1ccc(OCC(=O)N2CCOCC2)cc1)S(=O)(=O)c1ccc(F)cc1 | 1611 | 1680
COCCCN1C(=O)C(=O)/C(=C(/O)c2ccc(OC)cc2)C12C(=O)N(C)c1ccccc12 (stereo unspecified) | 1651 | 1843
O=C(CCCC(=O)N1CCN(c2ccc([N+](=O)[O-])cc2)CC1)c1ccccc1 | 1388 | 1764
O=c1[nH]c(-c2ccco2)nc2sc3c(c12)CCCC3 | 1528 | 1519
COc1cc([C@@H]2[C@H]3CN(C)CC=C3C(C#N)=C(N)C2(C#N)C#N)cc2c1OCO2 | 1842 | 1786
CCOc1ccc(S(=O)(=O)N(C(=O)c2ccco2)c2cc3sc(=O)oc3c3ccccc23)cc1 | 1579 | 1963
CC(C)N1CCNCC1 | 1701 | 1877
COC(=O)c1nnn(-c2nc(N(C)C)nc(N(C)C)n2)c1C | 1714 | 1738
O=C(Cc1ccccc1)NCc1ccc(F)cc1 | 1802 | 2141
O=C(c1ccc(C(F)(F)F)cc1)C1CCCN(C(=O)c2cnccn2)C1 (stereo unspecified) | 1558 | 1748
COCCNC(=S)Nc1cc(OC)c(NC(=O)c2ccco2)cc1OC | 1743 | 1819
COc1ccc2c(-c3cc4ccc(OCc5ccc(F)cc5)cc4oc3=O)cc(=O)oc2c1 | 1506 | 2110
CN(Cc1ccccc1)S(=O)(=O)c1ccc(NC(=S)NC(=O)C(C)(C)C)cc1 | 1598 | 1996
Oc1c(C=Nc2ccccc2)sc(=S)n1Cc1ccccc1 | 1586 | 1739
Cc1ccc(-n2cc(-c3ccccc3)c3c(=O)[nH]cnc32)cc1 | 1440 | 1833
CN(C(=O)CSc1nc2c(cnn2-c2ccccc2)c(=O)[nH]1)C1CCS(=O)(=O)C1 (stereo unspecified) | 1279 | 1718
COc1ccc(NC(=O)CSc2nc3[nH]ncc3c(=O)n2-c2ccccc2C)cc1OC | 1795 | 2030
CCOC(=O)c1[nH]ncc1CN1CCCC(C(=O)c2cccc(OC(C)C)c2)C1 (stereo unspecified) | 1620 | 1807
O=C(N/N=C/c1c[nH]c2ccccc12)c1ccncc1 | 1578 | 1909
CC(=O)c1ccc(OC2OCCOC2Oc2ccc(C(C)=O)cc2)cc1 (stereo unspecified) | 1473 | 1916
COc1cc(OC)cc(C(=O)N[C@@H](CCSC)c2nc3ccccc3[nH]2)c1 | 1526 | 1803
CCN1C(=O)N[C@H](c2ccc(Br)cc2)C(C(C)=O)=C1C | 1449 | 1552
CC(=O)NCc1ccc(C(=O)CCl)s1 | 1495 | 1635
COc1ccccc1C(=O)C1CCCN(C(=O)c2snnc2C)C1 (stereo unspecified) | 1581 | 1497
CCOC(=O)C1CCN(C(=O)N(CC)CC)CC1 | 1710 | 1985
S=C(NCCCN1CCOCC1)Nc1ccc(N2CCOCC2)cc1 | 1637 | 1922
COC(=O)C1CC(=O)c2ccsc2C1 (stereo unspecified) | 1607 | 1746
COc1cc(NC(=O)c2c(Cl)cnn2C)c(OC)cc1Cl | 1500 | 2152
COC(=O)c1ccc(C2N=C(c3cccs3)CC(c3ccccc3O)N2)cc1 (stereo unspecified) | 1551 | 1757
COCCN(C(=O)CSc1nc2ccccc2c(=O)n1CCOC)c1c(N)n(Cc2ccccc2)c(=O)[nH]c1=O | 1549 | 1668
O=C(Cc1cc(=O)[nH][nH]1)N/N=C/c1ccccc1[N+](=O)[O-] | 1549 | 1863
CCOC(=O)c1sc(N(Cc2ccccc2)C(=O)COC(=O)c2cnccn2)nc1C | 1687 | 1903
CC(/C=N/n1c(-c2ccco2)n[nH]c1=S)=C\c1ccccc1 | 1685 | 1678
CC1C(=O)C(C)C(c2ccco2)NC1c1ccco1 (stereo unspecified) | 1794 | 1686
Cc1c(C(=O)OC2CCCC2C)[nH]c2c1C(=O)CCC2 (stereo unspecified) | 1548 | 1755
CCC(C)NC(=S)N(CCc1ccccc1)Cc1cc2cc(OC)c(OC)cc2[nH]c1=O (stereo unspecified) | 1641 | 1855
COc1ccc(NC(=O)CCC(=O)OCc2ccc([N+](=O)[O-])cc2)cc1 | 1426 | 1998
O=C(N/N=C/c1ccccn1)c1cc(-c2ccc3ccccc3c2)n[nH]1 | 1558 | 1695
O=C1C(Cl)=C(NC2CCCCC2)C(=O)N1c1ccc(Cl)cc1 | 1513 | 1980

Pulled by structure from the list above, five records:
molecule | SRC3 TRFRET art | SRC1 TRFRET art
O=C(Cc1cc(=O)[nH][nH]1)N/N=C/c1ccccc1[N+](=O)[O-] | 1549 | 1863
CCOC(=O)C1CCN(C(=O)N(CC)CC)CC1 | 1710 | 1985
Cc1c(C(=O)OC2CCCC2C)[nH]c2c1C(=O)CCC2 (stereo unspecified) | 1548 | 1755
S=C(NCCCN1CCOCC1)Nc1ccc(N2CCOCC2)cc1 | 1637 | 1922
COCCN(C(=O)CSc1nc2ccccc2c(=O)n1CCOC)c1c(N)n(Cc2ccccc2)c(=O)[nH]c1=O | 1549 | 1668
